Compound activity deposited in PubChem by National Center for Advancing Translational Sciences (NCATS).
12-hLO inh: inhibitors of human 12-lipoxygenase (ALOX12); Potency, µM (series often up to 57.1 µM), for the others: at the highest dose activity change, negative = inhibition, usual class: inhibitors; purified 12-hLO, xylenol orange hydroperoxide absorbance; actives 0.12% (n = 150,000); P18054; also: potency is read from the fitted curve at half-maximal effect; nearly all actives have a fitted effect of over 55% in size; many of its hits are not listed in these tables
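Purified human 12hLO (150 nM), preincubated 15 min with compound, then 40 uM arachidonic acid for 30 min, room temperature, Hepes pH 7.0 with 0.01% Triton X-100. Hydroperoxide detected by ferrous iron/xylenol orange; 573/405 nm absorbance ratio gives reaction progress.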
PNC inhibitor: blocks assembly of the perinucleolar compartment; PC3M PTB-GFP, PNC prevalence imaging, 16 h; stronger effect = lower value; activity change (PNC), negative = inhibition, % at 10 µM; actives 3.1% (n = 140,000); AID 2417;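 active = readout at or below -70, meaning at least 70% loss of cells showing the perinucleolar compartment, a nuclear body marking cancer cells; inconclusive = readout between -30 and a set limit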;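 also: plate controls were DMSO wells for no effect and camptothecin positive control wells for full effect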
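PC3M cells stably expressing PTB-GFP, 750–1000 cells/well, treated 16 h at 37 °C with compound (23 nl of library stock), in duplicate. After paraformaldehyde fixation and Hoechst stain, imaged at 20x; PNC prevalence scored by image analysis.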
IMPase cell inh: membrane-permeable compound that blocks inositol monophosphatase; P97697; CHO-M1 cells, IP1 accumulation, HTRF TR-FRET ratio; inhibition (IP1 accumulation), % at 46.1 µM; 120,000 tested, under 10 active; AID 901; active = well fitted curve in the direction sought with a large enough effect in the signal ratio, not every such curve was filed as active; inconclusive = small, poorly fitted or top-dose-only effect, or a change in a side signal; inactive = no such curve, though single readings can be large or run the other way; the % refers to the signal ratio;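 also: cells stimulated with carbachol in lithium chloride buffer; plate controls were DMSO basal wells for no effect and reference inhibitor wells for full effect; higher means more IMPase inhibition seen as more IP1 and lower FRET ratio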
Target sequence (P97697 whole entry, looked up): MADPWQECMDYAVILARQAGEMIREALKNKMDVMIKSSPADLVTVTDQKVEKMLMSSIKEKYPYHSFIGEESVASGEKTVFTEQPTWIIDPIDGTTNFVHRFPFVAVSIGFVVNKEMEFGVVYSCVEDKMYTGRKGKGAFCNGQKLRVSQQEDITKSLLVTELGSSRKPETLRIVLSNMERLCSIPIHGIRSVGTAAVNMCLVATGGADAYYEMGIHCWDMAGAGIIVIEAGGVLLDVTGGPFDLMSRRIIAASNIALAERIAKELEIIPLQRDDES
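Cellular IMPase inhibition is scored as a rise in cytosolic IP1, detected by competitive TR-FRET between d2-labelled IP1 and a europium anti-IP1 antibody. M1-expressing CHO cells were stimulated with carbachol for 30 min at 37C, with lithium (50 mM LiCl) present in the buffer.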
ALOX15B inhib: 15-hLO-2 (ALOX15B) enzyme inhibition | O15296 | purified 15hLO-2, xylenol orange hydroperoxide absorbance | Potency, µM (highest dose often 57.1 µM), for the others: at the top dose activity change, negative = inhibition, hits mostly inhibitors | actives 0.56% (n = 110,000); also: potency is read from the fitted curve at half-maximal effect; nearly all actives have a fitted effect of over 60% in size; many of its hits are not listed in these tables
Target sequence (O15296 whole entry, looked up): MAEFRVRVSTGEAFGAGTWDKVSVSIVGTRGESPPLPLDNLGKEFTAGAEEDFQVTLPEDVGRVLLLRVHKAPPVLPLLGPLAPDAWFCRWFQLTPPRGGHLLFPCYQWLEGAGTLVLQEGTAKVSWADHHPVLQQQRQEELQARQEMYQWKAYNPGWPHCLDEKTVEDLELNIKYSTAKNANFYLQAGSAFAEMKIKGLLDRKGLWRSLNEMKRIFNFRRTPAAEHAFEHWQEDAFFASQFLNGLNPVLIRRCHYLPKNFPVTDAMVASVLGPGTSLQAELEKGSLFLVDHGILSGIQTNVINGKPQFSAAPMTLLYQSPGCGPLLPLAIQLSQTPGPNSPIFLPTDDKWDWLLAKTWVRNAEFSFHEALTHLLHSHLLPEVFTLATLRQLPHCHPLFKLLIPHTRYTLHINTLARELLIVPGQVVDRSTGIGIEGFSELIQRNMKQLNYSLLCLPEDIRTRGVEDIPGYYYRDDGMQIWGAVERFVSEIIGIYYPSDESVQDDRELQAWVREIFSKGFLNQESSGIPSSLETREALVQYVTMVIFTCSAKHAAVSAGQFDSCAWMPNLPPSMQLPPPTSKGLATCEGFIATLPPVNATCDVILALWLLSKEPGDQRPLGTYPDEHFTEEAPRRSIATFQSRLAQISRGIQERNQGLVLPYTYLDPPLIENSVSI
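Purified human 15hLO-2 (50 nM) preincubated 15 min with compound, then 45 uM arachidonic acid for 90 min at RT in 25 mM Hepes pH 7.5, 0.01% Triton X-100. Hydroperoxide detected by Fe-xylenol orange; 573/405 nm absorbance ratio.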
* = called active by the depositor; ? = inconclusive; nt = not tested or not shown; [ ] = remark or other dose. Unless noted, calls follow the shape of the dose curve; as a rule, active = well fitted curve in the direction sought with a large enough effect; inconclusive = small, poorly fitted or top-dose-only effect, or another doubt; inactive = no such curve, though single readings can be large; an effect the other way counts as inactive or inconclusive. Unless noted, % is scaled to controls: 0 for no effect and ±100 for the full control effect.

Results follow in this order: 12-hLO inh, ALOX15B inhib, IMPase cell inh, PNC inhibitor
C=CCc1cccc2cc(C(=O)OCC)c(=O)oc12
→ -2.8%, nt, nt, 1.9
CN1CCCN(Cc2ccccc2C(F)(F)F)CC1
→ 2.0%, -13.2%, 28.9, ?
Cc1ccc(C(=O)N/C(=C\c2cccs2)c2nc3ccccc3[nH]2)cc1
→ -2.6%, nt, 6.7, -15.5
COc1ccc2c(c1)CCc1c-2n[nH]c1C(=O)O
→ -20.1%, 1.4%, -5.1, 7.3
Cc1snc(S(=O)(=O)Cc2ccccc2Cl)c1C#N
→ -5.0%, 6.5%, 6.4, 1.5
Cn1cccc1Cc1nnc(SCC(=O)N2CCOCC2)n1-c1ccc(F)cc1
→ -1.3%, -0.3%, -7.0, -21.7
Cc1nc(-c2ccccc2)sc1C(N)=O
→ -1.7%, 0.1%, 3.8, 10.8
CN(C(=O)c1ccccc1NC(=O)C(F)(F)F)c1ccccc1
→ 2.7%, -3.7%, -1.4, 76.7
COc1ccccc1Nc1nc2ccc(C)cc2cc1C#N
→ 3.2%, nt, -6.0, 68.8
O=C(NCC1COc2ccccc2O1)Nc1ccccc1F (stereo not given)
→ -5.9%, -2.7%, -5.7, ?
O=C(NNc1c2ccccc2nc2ccccc12)c1ccccc1O
→ -1.6%, nt, nt, 5.7
CCSc1nc2c(c(=O)[nH]c(=O)n2C)n1CC(O)COc1ccccc1C (stereo not given)
→ -2.8%, -21.0%, 1.0, ?
COC(=O)CN(c1ccc(OC)c(OC)c1)S(C)(=O)=O
→ 2.9%, -2.5%, 8.5, -3.8
Clc1ccc(-c2noc(CN3CCCCC3)n2)cc1
→ 0.5%[11.4 µM], 1.7%[11.4 µM], nt, nt
O=C(N/N=C/c1ccc(OCc2ccccc2)cc1)c1cc[n+](Cc2ccccc2)cc1
→ -2.0%, nt, 3.8, -7.8
Nc1nc(-c2ccc(Cl)cc2)cn1N
→ -24.6%, 10.1%, -2.6, ?
Cc1[nH]nc(SCC(=O)NCc2ccc(F)cc2)c1[N+](=O)[O-]
→ -2.5%, nt, -8.5, ?
CCOC(=O)c1ccc(NC(=O)COc2ccccc2OC)cc1
→ -3.5%, -6.0%, 4.3, 25.6
Cc1ccc(NC(=O)Cn2cc3c(n2)CCC(C)C3)cc1 (stereo not given)
→ 1.3%, 2.8%, -6.9, -3.3
CC(C)NC(=O)c1ccccc1S(=O)(=O)c1ccccc1C#N
→ -1.0%, 0.5%, -2.4, -24.8

The list continues:
Results follow in this order: 12-hLO inh, ALOX15B inhib, IMPase cell inh, PNC inhibitor
CC(C)(C)C(=O)C(CO)(Oc1ccc(Cl)cc1)n1cncn1 (stereo not given)
→ -1.7%, 0.2%, -8.5, ?
O=C(O)CCC(=O)Nc1ccccc1C(=O)NCc1ccccc1
→ -0.5%, nt, nt, 32.5
CC(=O)N=c1sc(S(N)(=O)=O)nn1C
→ -9.1%, -5.7%, -2.5[20.6 µM], -9.2
COc1cc(C2NC(=O)c3ccccc3O2)cc(OC)c1OC (stereo not given)
→ -6.8%, -2.5%, 3.3, -0.3
Cc1ccc2nc(NCc3ccccc3)c(C=O)c(=O)n2c1
→ -2.2%, nt, nt, ?
CC(C)CCCC(C)C1CCC2C3CC(=O)[C@H]4CC(O)CC[C@]4(C)C3CC[C@@]12C (stereo not given in full)
→ 5.7%, 0.5%, nt, nt
Cc1ccc(NC(=O)Cc2nnc(SCC(=O)c3ccc(Br)cc3)n2C)cc1Cl
→ -14.2%, -2.7%, -11.6, -7.7
Cc1cc(C)cc(C(=O)NCC(=O)OCc2c(C)noc2C)c1
→ -1.3%, nt, -4.8, 24.8
COC(=O)/C(C#N)=C/c1c(Oc2cc(C)cc(C)c2)nc2c(C)cccn2c1=O
→ -2.0%, nt, nt, -8.0
CCCCCOc1ccc(CSC(=N)N)cc1[N+](=O)[O-]
→ -8.6%, 45.2%[activator], 2.5, ?
CNC(=O)c1c(N)sc2c1CCCCC2
→ -6.5%, -28.8%, -4.2, ?
COC(=O)c1sc(NC(=O)CC(C)C)c(C(=O)OC)c1C
→ -2.1%, 3.0%, 5.8, 26.9
CCCCOc1ccccc1NC(=O)C=C(C)C
→ -2.8%, 5.2%, 4.3, 0.3
COc1cccc(N(CC(=O)Nc2cccc(C(C)=O)c2)S(C)(=O)=O)c1
→ 0.2%, -8.3%, 0.8, -8.2
Cc1no[n+]([O-])c1COc1ccccc1/C=N/n1nnnc1N
→ 0.7%, nt, nt, -28.4
Cc1ccccc1OCC(O)Cn1c(NCc2ccccc2)nc2c1c(=O)[nH]c(=O)n2C (stereo not given)
→ -9.2%, -11.1%, 8.1, 24.4
CC[C@H](CO)NCCN[C@@H](CC)CO
→ 4.3%[25.6 µM], 7.2%[25.6 µM], -8.7[20.6 µM], nt
CN1CCc2nc(SCC(=O)Nc3ccc(OC(F)(F)F)cc3)c(C#N)c(-c3cccs3)c2C1
→ -5.2%, nt, nt, -1.6
O=C(CCC(=O)c1ccc[nH]1)c1ccc(Cl)cc1
→ -12.6%, -17.4%, -3.2, ?
COc1cc(NC(=S)NCCSc2ccc(C)cc2)cc(OC)c1
→ 20µM*, nt, nt, 12.1

In the list so far, 2 have a COOH group.
Results follow in this order: 12-hLO inh, ALOX15B inhib, IMPase cell inh, PNC inhibitor
COc1ccc2c(c1)CCc1c-2n[nH]c1C(=O)O
→ -20.1%, 1.4%, -5.1, 7.3
O=C(O)CCC(=O)Nc1ccccc1C(=O)NCc1ccccc1
→ -0.5%, nt, nt, 32.5

Carrying on:
Results follow in this order: 12-hLO inh, ALOX15B inhib, IMPase cell inh, PNC inhibitor
COc1ccc(CN2CCn3ncc(C(=O)Nc4cccc(C)c4)c3C2=O)cc1
→ -3.3%, -5.8%, 12.8, ?
CCOc1ccc(C(C)(C)C)cc1S(=O)(=O)n1nc(C)cc1C
→ 0.0%, nt, -9.0[0.369 µM], -23.4
Cc1cnc(C(=O)Nc2ccc(F)cc2)cn1
→ -0.8%, nt, 5.8, 34.7
CCN1CCN(C(=S)Nc2cccc(C(F)(F)F)c2)CC1
→ 2.0%, nt, nt, 23.2
COC(=O)C(Cc1ccc(OC(=O)c2ccc(C)cc2)cc1)N1Cc2ccccc2C1=O (stereo not given)
→ 1.4%, 51.3%[activator][11.4 µM], 6.5[1.84 µM], 30.6
CCOC(=O)C(C)Sc1nnc(-c2ccccc2O)n1Cc1ccccc1 (stereo not given)
→ -11.3%, 0.1%, 5.6, ?
CCc1c(C)c2cc(Cl)c(O)c(CN3CCCCC3)c2oc1=O
→ -3.4%, -3.2%, ?, 3.5
Cc1cc2cc(CNC(=O)c3ccc4c(c3)OCO4)ccc2[nH]1
→ -12.5%, -5.4%, 9.1, ?
O=C(CC1CCS(=O)(=O)C1)NC1CCCCC1 (stereo not given)
→ -3.9%, -7.0%, -1.6, ?
O=c1cc(CN2CCN(CCO)CC2)c2cc3c(cc2o1)CCC3
→ 2.2%, 4.5%, 6.0, -14.8
COc1ccc(NS(=O)(=O)c2ccc(NC(=O)CCNS(=O)(=O)c3ccc(C)cc3)cc2)cc1
→ -9.4%, nt, nt, ?
Clc1ccc(OCCn2ccnc2)c(Cl)c1
→ 2.0%, 25.5%, -0.3, 36.9
Cc1oc2ccc(NS(=O)(=O)c3ccccc3)cc2c1C(=O)Nc1ccccc1
→ -1.3%, nt, nt, -15.7
Cc1nc(S(=O)(=O)c2ccc(Cl)cc2Cl)nc2c1CCC2
→ -15.8%, 9.7%, 3.2, 15.5
Cc1cccc(OCc2nnc(N)s2)c1C
→ -1.9%, 9.1%, 3.2, -20.3
O=S(=O)(c1cccc2cccnc12)N(CCO)CCO
→ -1.5%, 1.1%, 2.5, -11.6
Cc1ccc(S(=O)(=O)N2CCCC(C(=O)NC3=NCCS3)C2)cc1 (stereo not given)
→ -3.8%, 5.9%, 6.5, -102.6*
COc1ccc(Nc2nc(N)nc(CSc3nccc(C)n3)n2)cc1
→ -5.6%, -8.1%, -7.5, 12.1
C/C(=N\NC(=O)CN1CCN(Cc2ccc(C)cc2)CC1)c1ccncc1
→ -1.1%, nt, -1.4, 6.3
c1ccc(Cn2nnc3c(NCCN4CCOCC4)ncnc32)cc1
→ 0.3%, 5.5%, -1.3, -13.8

Structures from the list above that contain an NH in an aromatic ring:
Results follow in this order: 12-hLO inh, ALOX15B inhib, IMPase cell inh, PNC inhibitor
Cc1ccc(C(=O)N/C(=C\c2cccs2)c2nc3ccccc3[nH]2)cc1
→ -2.6%, nt, 6.7, -15.5
COc1ccc2c(c1)CCc1c-2n[nH]c1C(=O)O
→ -20.1%, 1.4%, -5.1, 7.3
CCSc1nc2c(c(=O)[nH]c(=O)n2C)n1CC(O)COc1ccccc1C (stereo not given)
→ -2.8%, -21.0%, 1.0, ?
Cc1[nH]nc(SCC(=O)NCc2ccc(F)cc2)c1[N+](=O)[O-]
→ -2.5%, nt, -8.5, ?
Cc1ccccc1OCC(O)Cn1c(NCc2ccccc2)nc2c1c(=O)[nH]c(=O)n2C (stereo not given)
→ -9.2%, -11.1%, 8.1, 24.4
O=C(CCC(=O)c1ccc[nH]1)c1ccc(Cl)cc1
→ -12.6%, -17.4%, -3.2, ?
Cc1cc2cc(CNC(=O)c3ccc4c(c3)OCO4)ccc2[nH]1
→ -12.5%, -5.4%, 9.1, ?

Further records.
Results follow in this order: 12-hLO inh, ALOX15B inhib, IMPase cell inh, PNC inhibitor
Oc1cccc(/C=N/c2c(-c3ccco3)nc3ccccn23)c1
→ -12.4%, ?, 28.0, -7.7
COC(=O)c1coc(-c2ccc(OC)cc2)c1C(=O)OC
→ -6.1%, -0.2%, 8.1, 18.4
CN1CCC(N(C)C(=S)NC(=O)C23CC4CC(CC(C4)C2)C3)CC1
→ 3.2%, nt, 1.1, -26.7
CC1(C)C2CCC13CS(=O)(=O)N[C@@H]3C2 (stereo not given in full)
→ 5.9%, 5.2%, 2.3, 8.3
CCCCOC(=O)c1ccc(NS(=O)(=O)c2cc(-c3nnnn3CC)ccc2OC)cc1
→ -6.1%, -6.3%, 7.5, 11.0
O=C(CN1C(=O)CSC1=O)N1CCc2ccccc2C1
→ -0.8%, -3.1%, 0.6, -18.6
O=C(Nc1ccc(S(=O)(=O)N2CCCCC2)cc1)c1cnccn1
→ 5.9%, 0.3%, -6.7, 25.8
COc1ccc([N+](=O)[O-])cc1NC(=O)C(C)c1ccccc1 (stereo not given)
→ -5.1%, nt, nt, -22.1
COc1cc(C(=O)N2CCN(C(=O)c3ccco3)CC2)cc(OC)c1OC
→ 8.7%, 2.1%, -5.5, -1.3
CCCOC(=O)c1ccc(NC(=O)c2cc(OC)c(OC)c(OC)c2Br)cc1
→ -6.6%, 5.4%, 18.4, 9.2
COc1ccc(NC(=O)CN2C(=O)c3cccc4cccc2c34)c(OC)c1
→ -0.1%, -3.0%, 8.7, 77.3
CC(C)C(CCN1C(=O)CCC1=O)C1CCOC(C)(C)C1 (stereo not given)
→ 1.4%, 6.1%, 3.5, 16.7
CCCC(=O)C1CCN(Cc2ccccc2)CC1
→ -0.8%, 0.4%, 1.5, -25.7
CCn1c(=O)n(CC)c2cc(S(=O)(=O)N3CCCCC3)c(C)cc21
→ -7.3%, -5.3%, 1.3, 25.2
CCc1c(C)nc2ncnn2c1Nc1ccc(C(C)=O)cc1
→ 0.9%, -7.1%, -2.9, -111.4*
NC(=O)c1ccccc1NS(=O)(=O)Cc1ccc(Cl)cc1
→ 4.5%, -3.3%, 2.1, -26.3
Cc1nc2nc(-c3ccc(Cl)cc3)[nH]n2c(=O)c1Cc1ccccc1
→ -0.1%, -5.1%, -8.8, ?
CCn1c(SCC(=O)NCc2ccco2)nc2c1c(=O)n(C)c(=O)n2C
→ -1.4%, 8.7%, 3.5, 19.5
COc1ccccc1CN1CCN(S(=O)(=O)c2ccccc2)CC1
→ -3.4%, -9.9%, 2.2, -20.2

A portion of the library, so the mix of outcomes need not match the whole.
